# Assay outcomes deposited in PubChem by several laboratories.
# S1P3 antag – S1P3 (human) receptor antagonism | Q99500 | CHO S1P3 NFAT-BLA reporter, FRET fluorescence, antagonist mode | inhibition, % at 4.98 µM | 170,000 tested, 0.27% active | AID 485;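 active = inhibition above the plate cutoff, the mean inhibition of test wells on that plate plus 3 SD, cut at about 28% in these data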;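 also: cells challenged with S1P at its EC80 of 0.8 µM; blue over green emission ratio from cleaved BLA substrate after 4 h stimulation; 0% = S1P-stimulated wells and 100% = unstimulated DMSO-only wells; some compounds past the cut are filed as inactive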
# Target sequence (Q99500 whole entry, looked up): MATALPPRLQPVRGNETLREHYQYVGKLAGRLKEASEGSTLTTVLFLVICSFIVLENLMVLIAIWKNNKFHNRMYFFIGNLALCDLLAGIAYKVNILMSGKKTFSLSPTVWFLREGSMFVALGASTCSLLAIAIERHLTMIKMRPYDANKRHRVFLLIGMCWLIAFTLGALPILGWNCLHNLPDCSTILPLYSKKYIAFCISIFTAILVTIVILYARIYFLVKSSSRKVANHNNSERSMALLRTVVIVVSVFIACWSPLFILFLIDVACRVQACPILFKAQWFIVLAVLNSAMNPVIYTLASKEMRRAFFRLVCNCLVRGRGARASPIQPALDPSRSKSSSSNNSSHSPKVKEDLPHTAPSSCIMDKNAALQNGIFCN
# PPARg SRC-2 ag – PPARgamma-driven SRC-2 recruitment agonism; PPARgamma LBD-SRC-2 recruitment, biochemical; activation, % at 8 µM; 200,000 tested, 0.34% active; in the data active = activation above about 22%;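 also: 0% = vehicle and 100% = reference agonist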
# Target sequence (P37231 whole entry, looked up, the tested form may be a part): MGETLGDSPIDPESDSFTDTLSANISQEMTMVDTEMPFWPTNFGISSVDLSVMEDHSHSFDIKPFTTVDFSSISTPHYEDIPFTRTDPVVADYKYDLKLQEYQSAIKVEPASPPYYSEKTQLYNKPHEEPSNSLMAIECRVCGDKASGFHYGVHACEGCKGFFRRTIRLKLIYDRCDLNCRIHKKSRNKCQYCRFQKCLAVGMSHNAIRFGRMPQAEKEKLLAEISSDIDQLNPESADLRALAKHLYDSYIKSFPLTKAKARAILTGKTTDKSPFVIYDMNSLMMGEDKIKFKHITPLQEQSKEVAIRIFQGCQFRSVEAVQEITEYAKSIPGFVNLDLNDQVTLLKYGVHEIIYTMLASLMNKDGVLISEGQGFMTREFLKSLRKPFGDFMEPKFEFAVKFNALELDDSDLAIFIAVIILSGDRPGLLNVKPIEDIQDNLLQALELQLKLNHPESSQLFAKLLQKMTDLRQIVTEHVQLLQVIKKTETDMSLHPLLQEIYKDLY
# ROMK primary – modulators of human ROMK potassium channel; 130,000 tested, 2% active; Tet-inducible ROMK, thallium flux fluorescence; actives lie on both sides; B-score at 10 µM;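 active = signal ratio slope over the read window, or its plate-corrected B-score, at least 3 SD from the plate mean, either direction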;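 also: B-score of the F/F0 ratio slope over 7 to 12 s after thallium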
# PPARg SRC-3 ag – agonists of human PPARgamma SRC-3 coactivator recruitment. biochemical PPARgamma/SRC-3 coactivator recruitment assay. activation, % at 8 µM. 200,000 tested, 0.26% active; in the data active = activation above about 23%;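 also: 0% = DMSO and 100% = reference agonist; some compounds past the cut are filed as inactive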
# RAM inhibit – inhibitors of the yeast RAM network | 190,000 tested, 1.8% active | S. cerevisiae dse1pr::URA3 reporter, 5-FOA growth OD615, 2 d; analog-sensitive cbk1-as2 kinase mutant strain | inhibition, % at 50 µM;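 active = inhibition above a set limit, 3 SD over mean compound inhibition, cut at about 8.4% in these data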;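 also: 0% = DMSO-only wells with no growth and 100% = 10 µM 1-NA-PP1 full growth; inhibition rescues growth on 5-FOA so higher OD means more RAM inhibition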
# bIAP inhibitor – blocks bovine intestinal alkaline phosphatase activity | purified bovine IAP, CDP-star luminescence, 30 min | inhibition, % at 20 µM | 190,000 tested, under 10 active;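 active = over 50% inhibition of intestinal alkaline phosphatase at 20 µM in the single-dose screen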
#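 test system = bovine IAP enzyme | medium = DEA buffer 100 mM, pH 9.8, with MgCl2 1.0 mM, ZnCl2 0.02 mM | detection = luminescence | dosing = single compound dose of 20 µM, 2% DMSO final | incubation = 30 min reaction at room temperature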
# Lmaj promast – inhibitors of Leishmania major promastigote growth; Leishmania major promastigotes, resazurin fluorescence viability; inhibition, % at 10 µM; 200,000 tested, 9% active; AID 1063; in the data active = inhibition above about 50%;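 also: promastigotes grown with compound for 44 hours at 28 °C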
# Redox H2O2 prof – compounds producing H2O2 with reducing agent – biochemical, NIH compound library profiling, artefact control for MLSCN library redox annotation, primary screen; DTT-dependent redox cycling H2O2, phenol red/HRP absorbance; 100% = 100 µM peroxide control, 0% = buffer; activation, % at 10 µM; 200,000 tested, 0.03% active; AID 878;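 active = activation of at least 50% relative to the plate's high and low controls in the primary single-dose screen; inactive = activation below 50%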;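 also: compound incubated with DTT at 0.8 mM final as the reducing agent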
# HMGR II inh – blocks class II HMG-CoA reductase of Enterococcus faecalis; inhibition, % at 10 µM; purified E. faecalis HMGR, NADPH absorbance 340 nm kinetic; 190,000 tested, 0.41% active;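 active = inhibition above a set limit, the median over all tested compounds plus 3 SD, cut at about 9.5% in these data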;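 also: enzyme runs in reverse so mevalonate oxidation gives rising NADPH absorbance; 0% = complete reaction with DMSO and 100% = background rate lacking mevalonate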
# SRC2 TRFRET art – flags TR-FRET format artefacts in PPARgamma SRC-2 recruitment agonist screen. 200,000 tested, 0.4% active. TR-FRET artefact counter-screen; stronger effect = higher value. TR-FRET ratio at 8 µM. AID 1049; in the data active = TR-FRET ratio above about 2000; also: inactives centre near 1500
# PPARg SRC1 recr – PPARgamma-driven SRC-1 recruitment agonism. PPARgamma-SRC-1 coactivator recruitment biochemical assay. AID 631. 200,000 tested, 0.41% active. activation, % at 8 µM. P37231; in the data active = activation above about 19%;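 also: 0% = DMSO and 100% = reference agonist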
# An asterisk follows results filed as active; nt = no result given.
# Results follow in this order: S1P3 antag, PPARg SRC-2 ag, ROMK primary, PPARg SRC-3 ag, RAM inhibit, bIAP inhibitor, Lmaj promast, Redox H2O2 prof, HMGR II inh, SRC2 TRFRET art, PPARg SRC1 recr
- Cc1cnc(NC(=O)Cc2c[nH]c3ccccc23)s1
  nt, -2, nt, 0, 0.4, 10, 4, 4.8, 2, 1752, 4
- Cc1noc(C)c1C(=O)Nc1sc2c(c1C(N)=O)CCC2
  -21, -1, nt, -2, 2.7, 8, -4, 0.6, -5, 1490, -3
- Cc1c(C(=O)OCCN2CCCCC2)oc2ccccc12
  -4, 8, nt, 0, 1.2, -7, -5, 0.0, 3, 1512, 6
- COc1ccc(S(=O)(=O)NC(N)=NCCc2ccccc2)cc1
  -8, 3, -0.86, 2, -0.4, 26, -8, 0.4, -14, 1620, -2
- CC(=O)NC(NC(C)=O)c1ccc(N(C)C)cc1
  -30, 2, nt, -3, 0.0, -3, -3, -0.1, 2, 1352, 2
- CCOc1ccccc1NC(=O)C1CCN(S(=O)(=O)c2cccc3cccnc23)CC1
  -47, nt, nt, nt, 1.0, 2, -2, -1.6, 0, nt, nt
- COc1ccc(CN(CC2CCCO2)C(=O)CN2C(=O)C(C)Oc3ccc(C)cc32)cc1OC (stereo not drawn)
  nt, 1, nt, 3, -0.4, -12, 8, 0.4, -2, 1610, -1
- COc1cc(S(=O)(=O)N2CCN(C)CC2)c(OC)cc1Br
  nt, 8, -1, 3, 2.3, -1, -3, -2.3, -2, 1655, 6
- N/C(=N/OCc1cccc([N+](=O)[O-])c1)c1nonc1N
  8, 0, 0.0028, 4, 0.6, 10, -1, 1.3, -4, 1361, 7
- C=CCNC(=O)COC(=O)COc1ccc(Cl)cc1C
  nt, -7, 0.39, -2, 0.1, 2, 1, -0.1, -4, 1402, 3
- Cc1ccc(CSc2nc3c(cc2C#N)CCC3)cc1
  nt, -4, nt, 1, 3.6, 9, -2, -3.7, -4, 1460, 30*
- N#Cc1ccc(NC(=O)CCc2ccc(S(=O)(=O)N3CCOCC3)cc2)cc1
  nt, -3, 2, -2, 2.0, 8, 5, 0.0, 0, 1505, -2
- Cc1c(CN2CCc3c([nH]c4ccccc34)C2CC(C)C)cnn1C (stereo not drawn)
  -18, 6, -0.11, 5, 0.0, -12, 11, 3.2, 4, 1599, 1
- OCCC1CN(Cc2ccn[nH]2)CCN1Cc1ccc(F)c(F)c1 (stereo not drawn)
  14, -5, 1.6, 3, -0.8, -1, -4, -0.4, 1, 1630, 9
- CC1CCCC(C)N1C(=O)COc1ccc(-c2nnco2)cc1 (stereo not drawn)
  -2, 3, nt, 8, -0.7, -1, -5, -0.3, -1, 1687, 4
- Nc1ncnc(NNC(=O)CNC(=O)c2c(F)cccc2Cl)c1[N+](=O)[O-]
  -10, 4, -0.2, 2, 0.4, -11, 0, 0.4, -3, 1432, 9
- COc1ccc(CCNC(=O)c2ccc(=O)[nH]n2)cc1OC
  nt, -4, 0.24, -6, 1.1, -5, -7, -0.2, 0, 1404, -3
- CCN(CC)C(=O)Cc1cn(C)c2ccccc12
  -5, 1, -1.2, 6, -0.4, 7, -6, -0.1, -1, 1441, 6
- CCOc1ccc(C(=O)c2cccs2)cc1
  14, -4, nt, 0, 0.8, 29, -5, -0.3, 3, 1525, -7
- Cc1ccccc1NC(=O)COC(=O)/C=C/c1cn(-c2ccccc2)nc1-c1cccnc1
  -8, 6, 0.44, 2, 0.8, -16, 53*, nt, 4, 1572, 0
- COc1ccc2cc(Br)ccc2c1CC(=O)NC(C)C
  0, 5, -0.79, 3, 4.4, 5, 14, -0.5, 0, 1920, 11
- O=C(Cc1cccs1)NCc1cccc(CNC(=O)Cc2cccs2)c1
  6, -1, -0.33, -1, 2.9, -7, 4, -0.4, 3, 1519, -3
- CC1CN(S(=O)(=O)c2cccc(C(=O)NN3CCN(C)CC3)c2)CC(C)O1 (stereo not drawn)
  -4, 3, nt, 4, 0.9, 18, -5, 0.5, 1, 1695, 2
- C=C(C)CNC(=S)/N=c1\scc(C)n1CC
  nt, 0, nt, -9, 1.1, 4, 0, 3.3, -1, 1477, 4
- COc1ccc(N2CCN(C(c3cc4ccc(C)cc4[nH]c3=O)c3nnnn3C3CCCC3)CC2)cc1 (stereo not drawn)
  25, -1, 0.069, -2, 0.7, 0, 75*, 2.0, -2, 1551, 8
- O=Cc1nc(-c2ccccc2Cl)n2ccccc12
  nt, 1, nt, 3, -1.2, 6, -4, 1.9, -1, 1423, -3
- COc1cc(C(=O)NC(CCSC)C(=O)OCc2cc([N+](=O)[O-])cc3c2OCOC3)cc(OC)c1OC (stereo not drawn)
  -3, 3, nt, 2, 2.0, 8, 4, 0.1, -3, 1736, 3
- Cc1ccccc1CSc1nc2[nH]ncc2c(=O)[nH]1
  1, 0, -0.59, -5, 2.3, -8, 10, -0.6, -10, 1726, 4
- Cc1ccc(SCCCn2cncn2)cc1
  -7, 3, -0.032, 0, 3.3, 7, -4, 3.3, 2, 1423, -6
- CCn1c(SCC(=O)Nc2ccc3c(c2)OCCO3)nnc1-c1ccco1
  -30, -2, nt, -2, -1.2, 3, 0, 2.7, 0, 1473, 1

# The list goes on, overlapping the part above by four compounds.
# Results follow in this order: S1P3 antag, PPARg SRC-2 ag, ROMK primary, PPARg SRC-3 ag, RAM inhibit, bIAP inhibitor, Lmaj promast, Redox H2O2 prof, HMGR II inh, SRC2 TRFRET art, PPARg SRC1 recr
- COc1cc(C(=O)NC(CCSC)C(=O)OCc2cc([N+](=O)[O-])cc3c2OCOC3)cc(OC)c1OC (stereo not drawn)
  -3, 3, nt, 2, 2.0, 8, 4, 0.1, -3, 1736, 3
- Cc1ccccc1CSc1nc2[nH]ncc2c(=O)[nH]1
  1, 0, -0.59, -5, 2.3, -8, 10, -0.6, -10, 1726, 4
- Cc1ccc(SCCCn2cncn2)cc1
  -7, 3, -0.032, 0, 3.3, 7, -4, 3.3, 2, 1423, -6
- CCn1c(SCC(=O)Nc2ccc3c(c2)OCCO3)nnc1-c1ccco1
  -30, -2, nt, -2, -1.2, 3, 0, 2.7, 0, 1473, 1
- C=CCSc1nnc2c(n1)OC(c1ccccn1)N(C(C)=O)c1ccccc1-2 (stereo not drawn)
  nt, 12, -0.25, 8, 0.1, 5, -5, -0.2, -1, 1692, 3
- COc1ccc(N2CCN(C(CNC(=O)OCc3ccccc3)c3ccco3)CC2)cc1 (stereo not drawn)
  13, -6, nt, -2, 1.7, -13, 3, -0.1, -3, 1374, -6
- O=C(CSc1nnc(-c2ccc(O)cc2)n1Cc1ccco1)c1cccs1
  1, -3, 0.91, -7, 3.5, 11, 19, 0.0, -1, 1663, 7
- Cc1c(Cc2ccc3c(c2)OCO3)sc(NC(=O)C(C)(C)C)c1C#N
  nt, 7, nt, 11, 2.9, 7, 6, -0.7, 0, 1641, 0
- CCCCN(CC)C(=O)c1n[nH]c(=O)c2ccccc12
  nt, 19, nt, 8, 1.3, 0, -3, -4.3, -1, 1643, 8
- COc1cc(OC)cc(N(C(=O)C2COc3ccccc3O2)C(C(=O)NC2CCCCC2)c2ccc(O)cc2)c1 (stereo not drawn)
  6, -3, nt, -2, 5.6, 13, 64*, 0.6, -3, 1429, -2
- O=S(=O)(c1cccc(NC(=S)Nc2ccc(Br)cc2Cl)c1)N1CCOCC1
  nt, 1, nt, 7, 0.4, 15, 52*, 2.0, 7, 1461, 1
- O=C(CSc1nc2ccccc2c(=O)n1-c1ccccc1)N1CCc2ccccc21
  -5, 9, nt, 9, -1.1, 15, -1, -0.5, -8, 1570, 3
- CCC(=O)N/N=C(\C)CC(=O)Nc1ccccc1-c1ccccc1
  -11, 7, -0.099, 3, 0.1, -1, -7, -0.1, -18, 1496, 6
- O=C(Nc1cccnc1)Nc1ccccc1Cl
  39, -16, -0.12, -17, -0.2, 9, 19, 1.2, 2, 1558, 4
- CC(C)(C)c1ccc(/C=C/C(=O)N2CCN(c3ncccn3)CC2)cc1
  13, -3, nt, 2, 1.6, 34, -6, -0.2, 6, 1671, 2
- CCCNC(=O)CS(=O)(=O)Cc1nc(-c2cccc(OC)c2)oc1C
  -31, 6, nt, 4, 0.1, -7, -7, -0.4, -6, 1580, 2
- O=C(CSc1nnc2ccc(-c3cccnc3)nn12)Nc1ccc(F)cc1F
  1, 5, 0.4, 1, -0.4, 8, 1, 0.2, 1, 1571, 8
- Cc1ccccc1N(CC(=O)N/N=C/c1ccc(F)cc1)C(=O)c1ccccc1
  nt, 13, 0.66, -5, 1.8, 11, 99*, 0.2, 0, 1407, 5
- CCN(CC(=O)NC1CCS(=O)(=O)C1)S(=O)(=O)c1ccc(C)cc1C (stereo not drawn)
  1, -4, 0.52, 0, 1.5, 4, -4, -0.1, -1, 1744, 3
- Cc1c(NC(=S)NC(=O)c2ccco2)c(=O)n(-c2ccccc2)n1C
  -19, -3, 0.13, -1, 3.5, -13, 15, -0.5, -6, 1483, -6
- COc1ccc(Cn2c(-c3ccc(Cl)cc3)c[n+]3ccccc23)cc1
  21, 1, nt, 5, 0.2, 3, 99*, -0.6, -5, 1589, 2
- COC(=O)c1ccc(NC(=O)c2ccc(C)cc2)o1
  nt, 7, nt, -2, 0.5, 8, -6, 3.5, 0, 1444, -5
- Cc1ccc2nc(-c3ccccc3)cn2c1
  -11, -1, nt, 5, -0.7, 13, 24, -2.2, -2, 1627, 6
- CCOc1ccc(NCc2nnc(SCC(=O)Nc3cc(C)on3)n2-c2ccc(OC)cc2)cc1
  -22, 9, 0.05, 4, -0.1, -1, -2, 1.1, -5, 1549, 7
- Cc1ccc(NC(=S)NNC(=O)CSc2nc3ccccc3c(=O)n2-c2ccc(C)cc2)cc1
  4, 3, -1.3, 1, 2.6, 1, 2, -0.1, -3, 1557, -5
- CCC(CC)C(=O)Nc1cc(C(=O)NCCc2ccccc2)ccc1Cl
  nt, 4, -0.099, 9, 2.1, 7, 2, -4.7, 3, 1486, 1
- CN1CCC(=NNC(=O)C(=O)Nc2ccc(F)cc2)CC1
  10, 10, -0.44, -1, 0.1, 1, -6, -2.2, -6, 1712, 4
- O=C(CSc1nnc2c3c4c(sc3ncn12)CCCC4)NCc1ccco1
  -36, -3, -0.0017, 2, 2.6, 15, 1, -0.1, 2, 1497, 0
- CCOc1ccc(CNC(=O)CCS(=O)(=O)Cc2ccccc2C)cc1OC
  -1, 1, -0.028, -5, 2.8, -1, 18, 0.0, -8, 1459, 0
- O=C(Nc1nc(-c2ccccn2)cs1)c1ccc(Cl)s1
  22, 2, nt, 3, -1.2, -11, 100*, -0.1, -8, 1570, 1
- Cc1cccnc1NC(=O)/C=C/c1ccc2c(c1)OCO2
  0, -8, nt, -2, -1.4, 6, -4, 0.2, -4, 1397, 0
- COCCn1c(SCc2csc(-c3ccccc3)n2)nc2ccccc21
  3, 2, -1.6, 3, 0.9, 30, 2, -1.2, 1, 1688, 5
- CN1CCN(C(=O)Nc2cccc3ccccc23)CC1
  -15, 16, 0.059, 6, 0.3, 5, -5, -0.1, 4, 1789, 2
